KAT2A inh = qHTS Assay for Inhibitors of GCN5L2; 390,000 compounds, 0.21% hits; Potency, µM (series often up to 58.9 µM), for inactives: at the highest dose activity change, negative = inhibition, hits mostly inhibitors; Histone acetyltransferase KAT2A (Homo sapiens), Q92830; GCN5L2 HAT assay, ThioGlo1 CoA-SH fluorescence
Target sequence (Q92830 whole entry, looked up): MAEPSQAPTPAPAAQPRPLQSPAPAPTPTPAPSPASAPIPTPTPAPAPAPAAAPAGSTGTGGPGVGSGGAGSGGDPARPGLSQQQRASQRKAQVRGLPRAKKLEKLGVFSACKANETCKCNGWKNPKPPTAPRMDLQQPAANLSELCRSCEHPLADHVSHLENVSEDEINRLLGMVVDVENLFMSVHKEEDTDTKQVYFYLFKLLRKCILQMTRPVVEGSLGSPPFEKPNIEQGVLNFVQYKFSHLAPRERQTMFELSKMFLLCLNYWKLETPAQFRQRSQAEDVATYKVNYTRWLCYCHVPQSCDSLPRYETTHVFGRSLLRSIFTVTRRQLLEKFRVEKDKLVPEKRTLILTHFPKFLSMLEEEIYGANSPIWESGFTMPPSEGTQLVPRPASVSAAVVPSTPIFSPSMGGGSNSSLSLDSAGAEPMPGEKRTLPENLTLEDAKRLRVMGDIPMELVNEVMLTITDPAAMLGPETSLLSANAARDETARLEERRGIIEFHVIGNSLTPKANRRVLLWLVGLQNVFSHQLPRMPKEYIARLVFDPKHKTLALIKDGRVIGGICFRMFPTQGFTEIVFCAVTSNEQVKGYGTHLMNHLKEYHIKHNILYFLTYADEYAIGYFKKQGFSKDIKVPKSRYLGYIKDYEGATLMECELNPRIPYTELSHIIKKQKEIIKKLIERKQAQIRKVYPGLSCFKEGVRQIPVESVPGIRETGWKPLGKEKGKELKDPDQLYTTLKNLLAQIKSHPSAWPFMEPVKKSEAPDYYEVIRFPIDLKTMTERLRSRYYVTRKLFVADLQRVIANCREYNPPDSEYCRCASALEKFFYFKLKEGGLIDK
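qHTS, 1536-well. 20nM enzyme, pH 7.5 HEPES/EDTA/Tween-20 buffer; 15 min compound preinc., RT. Start: 75uM H3(1-25), 70uM AcCoA, 50uM ThioGlo1. Read Ex340/Em540 at t=0 (autofluorescence flag) and t=20 min.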
TDP1 cell CPT = qHTS for Inhibitors of human tyrosyl-DNA phosphodiesterase 1 (TDP1): qHTS in cells in presence of CPT. chicken DT40 Tdp1-/-;hTDP1 cells + 20 nM CPT, ATP luminescence, 48 h. Potency, µM (doses to about 46.2 µM), inactives show top-dose activity change, negative = growth inhibition, most hits filed as inhibitors. 420,000 compounds, 12% hits. AID 686979, 2013; further: nearly all actives have a fitted effect of over 55% in size
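Chicken DT40 Tdp1-/- cells stably complemented with human TDP1 were seeded at 400 cells/well in medium containing 20 nM camptothecin, exposed to pin-transferred compounds, and grown at 37 °C for at least 48 hr. Viability was read as ATP luminescence.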
TDP1 cell noCPT = qHTS for Inhibitors of human tyrosyl-DNA phosphodiesterase 1 (TDP1): qHTS in cells in absence of CPT; DT40 Tdp1-/- hTDP1 cells, no CPT, ATP luminescence, 48 h; Potency, µM (doses to about 46.2 µM), for the others: at the top dose activity change, negative = growth inhibition, usual class: inhibitors; 420,000 compounds, 15% hits; AID 686978, 2013; further: nearly all actives have a fitted effect of over 55% in size
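Growth of hTDP1-complemented DT40 Tdp1-knockout cells is measured by ATP luminescence after at least 48 hr compound exposure at 37 °C, with DMSO substituting for the 20 nM CPT used in the parallel screen.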
The depositor's hits bear a star; ? = inconclusive; . = no result given; & = joins results of further samples; [ ] = another dose, or the depositor's remark. The call rests on the fitted dose curve; in most records, active means well fitted curve in the direction sought with a large enough effect; inconclusive means small, poorly fitted or top-dose-only effect, or another doubt; inactive means no such curve, though single readings can be large; an effect the other way counts as inactive or inconclusive. On the % scale 0 is the no-effect control and ±100 the full control effect; potency means the concentration at half of the fitted maximal effect.

Values run as follows: KAT2A inh | TDP1 cell CPT | TDP1 cell noCPT
CN(C)CCCn1c2c(c(SCC(=O)Nc3ccc4c(c3)OCCO4)nc1=O)CCC2
    3.8% | -23.6% | ?
COc1ccccc1NC(=O)Cc1csc(NC(=S)Nc2ccccc2)n1
    -20.6% | 4.61µM* | 6.51µM*
Cn1c(=O)c2c(nc(CN3CCN(c4ccccc4F)CC3)n2Cc2ccccc2F)n(C)c1=O
    -5.8% | 6.51µM* | 5.17µM*
NC(=O)c1ncc(C(F)(F)F)cc1Oc1ccc(F)cc1
    -0.3% | 0.8% | 7.0%
Cc1ccc(-c2nn(-c3cc(Cl)ccc3[N+](=O)[O-])c(=O)c3ccccc23)cc1C
    -7.6% | ? | ?
Cc1cc2nc(C(C)(C)C)c(CC3CCCCC3)n2c(C)c1Br
    . | ? | ?
CCCCCOC(=O)Cc1c(O)c2ccccc2n(C)c1=O
    -4.3% | 16.4µM* | 16.4µM*
O=C1[C@H](CC[C@H](O)c2ccc(F)cc2)[C@@H](c2ccc(O)cc2)N1c1ccc(F)cc1
    -5.8% | ? | -12.0%
CCN(/N=C/C=C/c1ccccc1)c1cc(=O)n(C)c(=O)[nH]1
    -5.4% | 1.46µM* | -61.9%
Cc1ccc(C(=O)Nc2ccc3c(c2)C(=O)N(CC2CCCO2)C3=O)cc1 (configuration not stated)
    -9.1% | -10.1% | -17.4%
COc1ccc(C)cc1/C=C/C(=O)N1CCN(S(=O)(=O)c2cccs2)CC1
    . | 20.6µM* | ?
COC[C@H]1CCCN1c1ccc2c(c1)O[C@H](COCc1ccccc1)CN([C@@H](C)c1ccccc1)S2(=O)=O
    . | ? | 16.4µM*
COc1ccc([N+](=O)[O-])c(OC)c1C(=O)NC(=O)Nc1c(C)cccc1C
    -2.2% | -10.3% | 8.7%
COc1ccc(Cl)cc1NC(=O)COc1cccc(-n2cnnn2)c1
    -0.8% | 3.1% | ?
CC(C)c1ccc(NC(=O)CCNS(=O)(=O)c2cc(Br)cnc2N)cc1
    -2.6% | 16.4µM* | ?
O=C(N/N=C/c1ccc(COc2ccc(Br)cc2)o1)c1ccco1
    1.2% | -12.2% | ?
C#CCOCCOCCOCCNc1nc(N2CCN(C(=O)CCCCCCCCCCNC(=O)[C@H](CCCCN)n3cc(CCO)nn3)CC2)nc(N2CCN(C(=O)CCCCCCCCCCNC(=O)[C@H](CCCCN)n3cc(C[C@@H](C)CC)nn3)CC2)n1
    -6.8% | ? | ?
Cc1c(C)c(C)c(S(=O)(=O)N2CCSCC2)c(C)c1C
    -9.2% | -22.9% | ?
Cc1ccc2occ(CC(=O)Nc3ccc(S(=O)(=O)N4CCCC(C)C4)cc3)c2c1 (configuration not stated)
    -19.1% | ? | ?
Cc1nnc(-c2cnn(C)c2N)n1CCCN1CCOCC1
    -4.0% | -19.1% | -28.2%
CCOc1ccc2[nH]c(=O)c(CN(Cc3ccc(F)cc3)C(=O)N3CCCC3)cc2c1
    -9.4% | ? | ?
CCC(C)NC(=O)c1ccc2nc(-c3ccco3)c(-c3ccco3)nc2c1 (configuration not stated)
    . | 15.8µM* | 12.6µM*
CCS(=O)(=O)N1CCC(C(=O)N2CCc3ccccc3C2)CC1
    -4.9% | -13.6% | -19.7%
CC(=O)N1CCC(N(CCCOC(C)C)S(=O)(=O)c2ccc([N+](=O)[O-])cc2)CC1
    1.3% | -26.1% | -9.9%
Cn1c(=O)n(CCc2ccccc2)c(=O)c2c1nc1n2CCCN1Cc1ccccc1
    -6.5% | ? | 13µM*
O=C(NNc1ccccc1)/C(=C\c1cccnc1)NC(=O)c1ccccc1
    -6.2% | -17.2% | -11.0%
COc1ccc(C2CC(c3ccccc3)=NN2C(=O)COC(=O)c2cccnc2)cc1 (configuration not stated)
    23.7% | 0.6% | -15.0%
CC1CCN(Cc2ccc(-c3nn[nH]n3)cc2)CC1
    -22.2% | -19.6% | -0.1%
CCCn1c(Cc2ccccc2)nnc1SC(C)C(=O)NC1CC1 (configuration not stated)
    2.5% | 4.9% | 0.0%
CC(=O)c1c(C)oc2c(Cl)cc(NS(=O)(=O)c3cc(C)c(C)cc3C)cc12
    -4.7% | -22.0% | ?

(listing goes on)
Values run as follows: KAT2A inh | TDP1 cell CPT | TDP1 cell noCPT
O=C1OC(Nc2nc3ccccc3s2)c2ccccc21 (configuration not stated)
    -3.6% | -17.0% | -10.2%
CCOc1cc(/C=N/N=C2/NC(=O)C(CC(=O)O)S2)ccc1OS(=O)(=O)c1ccc(C)cc1 (configuration not stated)
    -0.4% | 33.5%[activator] | -7.9%
C[C@H](CO)N1C[C@H](C)[C@H](CN(C)S(=O)(=O)c2cccs2)OCc2cnnn2CCCC1=O
    . | 4.3% | 14.2%
COC(=O)c1sc(NC(=O)c2cc(C)on2)nc1C
    -18.5% | -13.2% | 19.7%
Cc1ccc(C(=O)NCCNc2ccc(Cl)cc2[N+](=O)[O-])o1
    ? | ? | -15.6%
CSc1ccc(CCNC(=O)C2CCN(c3nc4ccccc4nc3C(F)(F)F)CC2)cc1
    -4.8% | 14.6µM* | 11.6µM*
Cn1c(NC(=O)c2ccc(Br)o2)cc(=O)n(C)c1=O
    -5.1% | 2.5% | 4.6%
O=C(Nc1ccc(C(=O)O)cc1)/C(=C\c1ccco1)NC(=O)c1ccc(Br)o1
    -12.0% | 1.1% | -7.2%
CCOc1ccc(-c2nnc(NC(=O)Cc3cc(OC)c(OC)c(OC)c3)o2)cc1
    0.7% | 1.1% | 7.7%
COc1ccc(/C=N/NC(=O)c2cc[n+]([O-])cc2)cc1O
    -0.1% | -7.3% | -6.9%
Cc1ccc(S(=O)(=O)N2CCN(S(=O)(=O)c3cccs3)CC2)cc1
    4.1% | 1.3% | -1.7%
Clc1ccc(C(Cn2ccnc2)OCc2c(Cl)cccc2Cl)c(Cl)c1 (configuration not stated)
    -7.0% | ? | ?
CCn1c(=NC(=O)CCS(=O)(=O)c2ccccc2)sc2cccc(OC)c21
    -1.6% | 9.2µM* | 7.31µM*
Cc1nc2ccccc2c2nc(N)nn12
    -2.8% | 6.5% | 3.0%
Cc1cccc(-c2n[nH]c(=S)n2/N=C/c2cccs2)c1
    -4.8% | 4.0% | -27.4%
Cn1cc(C2=C(c3cn(CCCSC(=N)N)c4ccccc34)C(=O)NC2=O)c2ccccc21
    -12.5%&-12.7% | 0.631µM* | 0.708µM*
CCN(C[C@H]1N[C@@](Cc2ccccc2)(C(=O)OC)[C@H]2C(=O)N(Cc3ccccc3)C(=O)[C@@H]12)C(=O)c1ccc(F)cc1
    -11.8% | 16.4µM* | ?
Cn1c(=O)c2c(ncn2CC(=O)NC(C)(C)C)n(C)c1=O
    2.4% | -23.7% | -3.0%
Cc1ccc2nc3c(cc(C(N)=S)c(=N)n3CCCOC(C)C)c(=O)n2c1
    -3.6% | 16.4µM* | 16.4µM*
COc1ccc(CC(N)c2csc(Nc3ccc(S(C)(=O)=O)cc3)n2)cc1 (configuration not stated)
    . | ? | 23.1µM*
CC(C)(C)OC(=O)N1CCN(CCNC(=O)c2ccccc2)CC1
    -1.6% | -10.9% | -0.9%
CCOc1ccc2[nH]c(=O)c(CN(CCc3ccccc3)C(=O)c3cnccn3)cc2c1
    -5.5% | ? | 16.4µM*
CCOc1ccccc1/C=N/N1CCN(Cc2ccccc2)CC1
    -10.5% | -9.5% | -5.4%
CCCCOn1c(C)c(C(=O)OCC)c2c3nonc3ccc21
    . | ? | ?
OC1(c2ccccc2F)CCN(Cc2nnnn2Cc2ccc(F)cc2)CC1
    -15.3% | 10.1% | -10.6%
Cc1cccc(NS(=O)(=O)c2cccc(C(=O)N3CCC3)c2)c1
    1.1% | -17.5% | -19.9%
COc1cc(C(=O)Oc2cc(C)[nH]c(=O)c2[N+](=O)[O-])cc(OC)c1OC
    0.8% | 8.9% | 11.5%
Cn1c(=O)c2c(nc(NCc3ccccc3)n2Cc2ccccc2)n(C)c1=O
    -2.5% | 8.2µM* | 4.11µM*
Cc1ccc(CCC(=O)Nc2ncc(Cc3cccc(Cl)c3Cl)s2)o1
    3.0% | 0.0231µM* | 0.0164µM*
CCNc1nc(NCC)nc(OCCOC(=O)COc2ccc(Cl)cc2Cl)n1
    0.7% | -15.8% | -28.5%

The results go on:
Values run as follows: KAT2A inh | TDP1 cell CPT | TDP1 cell noCPT
Cc1ccc(CSc2nnc(NC(=O)Cn3cnc4ccccc4c3=O)s2)cc1
    -15.8% | ? | ?
COc1cc(NC(=O)CSc2nc3ccccc3nc2Cc2ccc(Cl)cc2)cc(OC)c1
    -5.9% | -7.2% | -16.2%
Cc1nc2sc(C(c3cccs3)N3CCN(c4ccccc4)CC3)c(O)n2n1 (configuration not stated)
    -7.0% | 3.7% | -0.8%
Cc1ccc(NC(=O)CSc2nnc(-c3cccs3)o2)cc1S(=O)(=O)N1CCCCC1
    -1.3% | -2.0% | -24.4%
O=C(COC(=O)c1ccc(S(=O)(=O)NCc2ccco2)cc1)Nc1ccc(OC(F)F)cc1
    -6.7% | 1.6% | -0.3%
COc1cccc(N2CCN(Cc3nc4scc(-c5ccccc5)c4c(=O)[nH]3)CC2)c1
    -7.2% | 5.17µM* | 5.17µM*
Nc1ccc2oc(-c3ccc4nc[nH]c4c3)nc2c1
    -17.3% | 20.6µM* | 10.3µM*
CCOc1ccc(/C=C/c2ccc3ccccc3[n+]2C)cc1OCC
    . | 3.98µM* | 2µM*
Cc1ccc(CCN2CC(C(=O)NC3CCCCC3)CC2=O)cc1 (configuration not stated)
    -2.9% | -6.1% | 12.7%
Cc1ccc(S(=O)(=O)N2CCOCC2)cc1NC(=O)COC(=O)c1ccc(Br)cc1
    -14.4% | -11.9% | -15.9%
Cc1c(Cl)cccc1NC(=O)CSc1sc2c(O)cc(=O)[nH]c2c1C#N
    -16.3% | -5.7% | -8.1%
O=C(COc1ccccc1Cl)NCc1ccncc1
    7.2% | 0.1% | -3.5%
O=C(Nc1ccc(F)c(F)c1)c1cnc(-c2ccccc2)nc1-c1ccccc1
    20.2% | -0.4% | ?
c1ccc2[nH]c(CN3CCOCC3)nc2c1
    -7.7% | -17.1% | -16.6%
COc1cccc(NC(=O)Nc2cc(C(=O)NCC3CCCO3)ccc2N2CC3CC(C2)c2cccc(=O)n2C3)c1 (configuration not stated)
    -10.6% | -0.4% | 4.9%
Cc1nn(Cc2ccccc2)c(C)c1NC(=O)CSc1n[nH]c(C)c1[N+](=O)[O-]
    3.6% | ? | ?
Cn1c(=O)c2sccc2n2c(CCCC(=O)NCCc3ccc(S(N)(=O)=O)cc3)nnc12
    -2.2% | 17.3% | 3.9%
O=C(Nc1ccc(Cl)cc1)N1CCOC12CCCCC2
    -3.4% | -5.1% | 3.3%
COCCN1C(=O)c2oc3ccc(C)cc3c(=O)c2C12C(=O)N(C)c1ccccc12 (configuration not stated)
    -7.2% | 6.3% | -2.0%
CCCc1cc(=O)oc2cc(C)cc(OCC(=O)NCc3ccccn3)c12
    -6.7% | 18.4µM* | -17.7%
Cc1ccc(NS(=O)(=O)c2ccc(C(=O)NCc3cccnc3)cc2)cc1
    -5.2% | ? | 14.6µM*
CC1(C(=O)NS(=O)(=O)Cc2ccccc2)CCN1C(=O)Cc1ccc(-c2ccccc2)cc1 (configuration not stated)
    . | 16.8% | -10.4%
CS(=O)(=O)NCCSCc1ccco1
    -0.1% | 5.6% | 4.7%
COc1ccc(CNc2cccnc2Cl)cc1
    . | 2.1% | -35.2%
C=CCc1cccc(CNc2ccc(Br)cc2)c1O
    -9.5% | -7.6% | ?
Cc1oc(-c2ccc(Cl)cc2)nc1CN1CCCC(C(=O)NCc2cccnc2)C1 (configuration not stated)
    10.6% | 9.2µM* | 11.6µM*
CS(=O)(=O)c1ccc2nc(NC(=O)c3cc([N+](=O)[O-])cc([N+](=O)[O-])c3)sc2c1
    -16.0% | ? | ?

Looked up by structure from above (5):
Values run as follows: KAT2A inh | TDP1 cell CPT | TDP1 cell noCPT
CCS(=O)(=O)N1CCC(C(=O)N2CCc3ccccc3C2)CC1
    -4.9% | -13.6% | -19.7%
C[C@H](CO)N1C[C@H](C)[C@H](CN(C)S(=O)(=O)c2cccs2)OCc2cnnn2CCCC1=O
    . | 4.3% | 14.2%
COc1ccc(CNc2cccnc2Cl)cc1
    . | 2.1% | -35.2%
Cc1ccc(S(=O)(=O)N2CCOCC2)cc1NC(=O)COC(=O)c1ccc(Br)cc1
    -14.4% | -11.9% | -15.9%
O=C1OC(Nc2nc3ccccc3s2)c2ccccc21 (configuration not stated)
    -3.6% | -17.0% | -10.2%
